TcdB GH inh: TcdB glycohydrolase inhibition. actives 0.24% (n = 350,000). inhibition, % at 9.99 µM. TcdB glycohydrolase enzymatic assay, plate reader. AID 652162. P18177; in the data active means inhibition above about 10%
GDH-TPI counter: counter-screen for M. tuberculosis FBA inhibitors: GDH-TPI coupled enzymes; GDH-TPI coupled enzyme counterscreen, NADH absorbance; actives 1.2% (n = 360,000); inhibition, % at 4.8 µM; in the data active means inhibition above about 30%;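 further: 0% = DMSO wells and 100% = wells lacking the enzyme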
FBA Mtb inh: inhibits M. tuberculosis FBA enzyme; purified M. tuberculosis FBA, fluorescence read-out; inhibition, % at 1 µM; actives 2.3% (n = 360,000); AID 588726; in the data active means inhibition above about 27%;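 further: 0% = vehicle and 100% = reference inhibitor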
Target sequence (P9WQA3 whole entry, looked up): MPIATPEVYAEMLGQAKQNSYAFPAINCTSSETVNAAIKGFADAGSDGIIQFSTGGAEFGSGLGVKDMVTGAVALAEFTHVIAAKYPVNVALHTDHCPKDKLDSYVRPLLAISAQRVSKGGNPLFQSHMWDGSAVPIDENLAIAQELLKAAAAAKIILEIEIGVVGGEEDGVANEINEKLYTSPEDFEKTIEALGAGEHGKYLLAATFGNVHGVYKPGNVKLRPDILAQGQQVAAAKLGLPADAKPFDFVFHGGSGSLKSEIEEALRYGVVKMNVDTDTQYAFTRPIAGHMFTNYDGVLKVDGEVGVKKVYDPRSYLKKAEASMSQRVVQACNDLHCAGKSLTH
BH1578 lux ind: quorum light induction in luxS cqsA deficient V. cholerae. V. cholerae BH1578 lux reporter, luminescence, 6 h. activation, % at 18.7 µM. actives 0.16% (n = 350,000). AID 588436; in the data active means activation mostly above about 9.7%, no sharp cut-off; inconclusive means no clear call, values can overlap the other calls; inactive means mostly below about 3.7%; further: not every result past the cut was called active; inactives centre near 0; reference of the scale not given here
PfHsp40 yeast: compounds rescuing yeast from Plasmodium falciparum HSP40 toxicity. S. cerevisiae expressing PfHsp40, growth rescue, ATP luminescence. AID 504582. growth rescue, % at 12.5 µM. actives 0.68% (n = 340,000); in the data active means growth rescue above about 28%, passing the limit was not always enough; inconclusive means no clear call, values can overlap the other calls;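 further: yeast W303a lacking pdr1 and pdr3 grown in galactose medium; growth measured after three days at 30 °C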
FadD28 binding: blocks FadD28 binding to the bisubstrate probe. inhibition, % at 12.5 µM. AID 588549. fluorescence polarization. actives 0.22% (n = 360,000); in the data active means inhibition above about 8.5%, passing the limit was not always enough; inconclusive means no clear call, values can overlap the other calls
BioA inh: inhibitors of Mycobacterium tuberculosis BioA enzyme; actives 0.096% (n = 360,000); purified M. tuberculosis BioA enzyme, plate reader; inhibition, % at 9.99 µM; in the data active means inhibition above about 40%; inconclusive means no clear call, values can overlap the other calls
Yp Topo-I inh: inhibitors of Yersinia pestis topoisomerase I. Y. pestis Topo-I cleavage product accumulation, plate reader. activity, % at 10 µM. actives 0.064% (n = 360,000). AID 504884; in the data active means activity above about 50%, passing the limit was not always enough; inconclusive means no clear call, values can overlap the other calls; further: inactives centre near 2
Mtb UGM inh: inhibitors of M. tuberculosis UDP-galactopyranose mutase | P9WIQ1 | purified UGM, fluorescence polarization probe displacement | inhibition, % at 10 µM | actives 0.06% (n = 320,000) | AID 504406; in the data active means inhibition above about 10%, passing the limit was not always enough; inconclusive means no clear call, values can overlap the other calls
Target sequence (P9WIQ1 whole entry, looked up): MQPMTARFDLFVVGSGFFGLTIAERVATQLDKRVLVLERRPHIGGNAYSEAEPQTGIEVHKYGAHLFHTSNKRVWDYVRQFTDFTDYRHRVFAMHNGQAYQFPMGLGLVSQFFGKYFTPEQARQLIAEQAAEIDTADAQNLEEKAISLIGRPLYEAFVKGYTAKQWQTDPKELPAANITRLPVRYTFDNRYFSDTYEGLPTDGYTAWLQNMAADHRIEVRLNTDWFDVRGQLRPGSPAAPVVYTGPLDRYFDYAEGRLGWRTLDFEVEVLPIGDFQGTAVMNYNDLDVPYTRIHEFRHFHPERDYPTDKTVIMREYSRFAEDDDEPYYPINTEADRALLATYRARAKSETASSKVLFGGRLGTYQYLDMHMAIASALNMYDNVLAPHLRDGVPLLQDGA
* = called active by the depositor; i = inactive; ? = inconclusive; nt = not tested or not shown. Rows were taken by chance (roughly 4.6% active in at least one column).

SMILES	TcdB GH inh	GDH-TPI counter	FBA Mtb inh	BH1578 lux ind	PfHsp40 yeast	FadD28 binding	BioA inh	Yp Topo-I inh	Mtb UGM inh
Cc1nc2ccccc2c2oc(C(=O)NCC3COc4ccccc4O3)cc12 (centres undefined)	0.1	5.9	-1.9	-0.9	2.4	-17.6	2.4	30.7	3.8
CCCCCCn1c(=O)[nH]c2nc3cc(N)c(C)cc3nc2c1=O	1.2	2.1	-7.2	i	0.8	0.3	nt	4.0	nt
O=C(N/C(=C/c1cccc(Br)c1)C(=O)N1CCOCC1)c1ccco1	1.0	2.7	0.5	i	nt	-0.7	0.0	-1.6	nt
Cc1nc(N(CCO)C2CCCCC2)c2nnn(Cc3ccccc3)c2n1	3.3	0.8	0.1	-0.7	0.1	-2.6	-0.8	29.9	1.3
CON(C)c1nc(NCC(C)C)nc(OCC#N)n1	nt	1.5	-2.0	i	0.1	0.7	-3.8	-7.1	-3.4
Cn1c(=O)[nH]c(=O)c2c1nc(CN1CCN(c3cccc(Cl)c3)CC1)n2CCCc1ccccc1	0.7	7.1	-0.8	-0.3	-0.7	0.1	-1.7	11.7	0.6
O=C(Nc1ccccc1C(=O)O)c1cccc(C(=O)Nc2ccccc2C(=O)O)c1	-2.2	15.4	0.7	-0.9	6.4	-8.9	-0.2	8.5	7.6
COc1cc(/C=N/NC(=O)CCC(=O)Nc2ccc(F)cc2)ccc1O	1.1	22.0	1.1	-0.2	0.4	1.4	-1.3	-1.1	3.3
COc1cc(F)c(C2=CC(=O)C[C@H](c3ccc(F)cc3)C2)cc1F	0.8	22.9	-1.4	6.7	10.8	-5.9	-0.9	26.5	-0.1
O=C(Nc1ccncc1)C1CCC(CNS(=O)(=O)c2cccc3nsnc23)CC1 (centres undefined)	2.6	-0.5	-0.5	-0.7	2.0	-1.3	0.6	1.5	1.2
CCOC(=O)c1cccnc1SCC(=O)N(CC)c1cccc(C)c1	nt	6.5	3.6	-0.3	-0.7	-1.6	0.8	2.9	-0.2
Cc1cccc(OCCNC(=O)c2ccc(Oc3ccc(C(F)(F)F)cc3[N+](=O)[O-])cc2)c1	nt	-1.8	0.2	i	12.0	-0.6	-0.3	33.8	-2.4
O=C(CCC(=O)N1CCCC1)Nc1nnc(C2CCCCC2)s1	nt	0.0	-3.2	-0.3	0.4	0.7	-0.6	5.1	3.2
CCOC(=O)c1[nH]c(C)c(CC(C)C)c1C	nt	3.8	4.9	i	-1.5	-1.7	nt	5.6	-2.5
NS(=O)(=O)c1ccc(-c2ccc(/C=C3\NC(=S)NC3=O)o2)cc1	-5.9	6.0	-20.0	i	-1.3	10.0*	2.1	-2.9	4.4
Cc1cccc(OCC(=O)Nc2cc(NC(=O)COc3cccc(C)c3C)cc(C(=O)O)c2)c1C	2.1	9.4	0.6	i	-0.4	1.5	-0.2	21.9	-2.9
Cc1ccc(S(=O)(=O)N2CCN(C(=O)c3ccc(Br)o3)CC2)c(C)c1	1.0	-7.5	-2.4	-0.4	0.7	-3.5	-0.8	28.3	-0.1
COc1cc(OC)cc(C(=O)NCC(=O)OCC(=O)c2cc(OC)ccc2OC)c1	nt	3.2	2.9	-2.7	-1.5	-4.4	nt	1.9	-0.5
CSc1nnc(SCC(=O)N(C)c2c(N)n(Cc3ccccc3)c(=O)[nH]c2=O)s1	-0.4	-4.5	-1.7	-1.4	-0.1	-4.7	0.0	0.1	-1.0
Cc1ccc2cc(CN(c3ccc(C)c(C)c3)S(C)(=O)=O)c(=O)[nH]c2c1	1.5	9.8	-0.4	i	1.5	-3.5	nt	1.5	1.1
Nc1nc(COC(=O)C2CC(=O)N(Cc3ccccc3)C2)nc(Nc2ccccc2)n1 (centres undefined)	-2.1	7.5	-1.5	i	0.0	-3.9	-2.0	0.2	-0.2
Cc1c(C)c2c(c(C)c1O)CC[C@@](C)(CCC[C@H](C)CCC[C@H](C)CCCC(C)C)O2	nt	0.5	-1.9	-0.4	3.7	-4.0	2.7	10.8	0.5
CCCCCCn1c(CN2CCN(C(=O)OCC)CC2)nc2c1c(=O)n(C)c(=O)n2C	nt	-12.0	-4.1	i	-0.3	-4.2	-1.7	6.8	-0.2
COc1ccc(S(=O)(=O)NC2CCCCC2)c(C)c1C	nt	11.8	7.1	i	86.0*	-1.5	-1.4	9.7	0.3
CC1CCC(C(=O)NC(C(=O)Nc2ccccn2)C(C)C)CC1 (centres undefined)	0.0	2.2	-3.2	-0.6	0.0	nt	-0.9	6.8	1.0
COC(=O)[C@H](CC(C)C)NCc1cccc(CN[C@@H](CC(C)C)C(=O)OC)c1	-11.6	0.8	-0.8	i	-2.0	-2.3	1.3	-0.6	-0.6
CC(C)C[C@@H](CNCC(=O)[C@H](CC(C)C)NC(=O)c1[nH]cnc1C(=O)N[C@H](CN)CC(C)C)NC(=O)c1nc[nH]c1C(=O)N[C@@H](CC(=O)O)C(=O)O	0.3	-2.7	-1.8	1.1	-1.1	-0.6	0.3	1.9	nt
O=C(NCc1ccccc1F)C1CCCN(C(=O)NC2CCCCC2)C1 (centres undefined)	nt	7.5	-2.2	-0.4	-1.3	-0.6	nt	19.7	-2.0
Cc1c(NC(=S)NC(=O)c2ccc(Br)o2)c(=O)n(-c2ccccc2)n1C	0.4	13.2	0.3	i	0.3	-0.6	1.4	11.1	-0.1
COc1ccccc1NC(=O)Cn1nnc(-c2ccccc2NC(=O)c2ccco2)n1	nt	12.4	-0.1	-0.2	-1.0	-0.6	0.4	7.6	3.5
O=c1c2ccccc2[nH]c2ccc(O)cc12	-2.8	-6.1	28.5*	-0.2	0.3	-0.7	-4.0	-14.6	2.6
CN(C)C1(CNCC(O)c2ccccc2)CCCCC1 (centres undefined)	0.2	9.7	30.0*	1.7	-0.3	nt	1.3	3.3	0.9
NC(=O)Cc1nc(-c2ccc(Br)cc2)cs1	2.5	0.0	4.5	-0.4	-0.8	-0.4	nt	-4.3	-0.7
CN1CCN(CC(=O)Nc2c(C(=O)c3ccccc3)oc3ccccc23)CC1	1.4	6.9	-2.0	-0.3	0.6	-1.1	1.8	-0.9	-2.8
COc1ccc(OC)c(N(CC(=O)N2CCCC2)S(=O)(=O)c2ccccc2)c1	1.0	6.5	-4.1	-0.6	-0.8	-2.2	-1.5	-0.2	-0.8
COCCCNC(=O)c1ccccc1N(Cc1ccccc1)S(=O)(=O)c1ccc(OC)cc1	7.3	0.0	-0.8	-0.1	-0.1	0.4	7.7	28.5	-0.9
Cc1nc(C(F)(F)F)ccc1C(=O)N1CCC1(C)C(=O)NS(C)(=O)=O (centres undefined)	0.4	5.3	-1.4	-0.4	nt	-3.5	15.6	-1.3	nt
CCn1ccc(C(=O)Oc2ccc(C(C)C)cc2)n1	1.5	11.8	-2.2	i	3.9	0.0	0.3	6.3	-2.3
CC(C)Sc1nc2sccc2c(=O)n1-c1ccccc1	0.7	-2.3	2.9	0.9	0.2	0.0	4.5	1.3	-2.1
N#Cc1c(N)n(-c2cccc(O)c2)c2nc3ccccc3nc12	1.5	20.2	83.7*	0.1	-2.1	-1.3	-1.5	5.6	0.4
COC(=O)c1ccc2c(c1)c(-c1ccccc1)c(-c1ccccc1)n2C	1.5	9.1	-0.5	i	-1.1	-1.5	0.5	7.0	nt
Clc1cccc(/C=N/Nc2ncnc3ccccc23)c1	nt	23.7	7.3	i	-0.2	-4.6	0.1	5.6	2.4
O=C1C(=O)N(CCCN2CCOCC2)C(c2ccc(Cl)cc2)/C1=C(/O)c1ccc(F)cc1 (centres undefined)	1.4	-0.5	0.9	-1.8	-0.5	-0.3	-1.0	9.6	3.9
CN(C)C(=O)Oc1cccc(NC(=O)c2ccccc2C(F)(F)F)c1	0.9	-7.5	-3.9	-0.8	-0.1	-3.3	nt	-5.6	1.4
CCOC(=O)c1c(NC(=O)OC)sc(C(=O)N(CC)CC)c1C	nt	3.5	-3.7	-10.0	-1.7	0.2	0.4	3.5	-0.5
COCCCN(C(=S)NC(=O)c1ccc(C(C)(C)C)cc1)c1c(N)n(Cc2ccccc2)c(=O)[nH]c1=O	nt	8.6	2.6	-0.4	0.0	-1.2	nt	-0.4	4.9
NS(=O)(=O)c1ccc(CCNC(=O)CC(NC(=O)c2ccccc2Cl)c2ccccc2)cc1 (centres undefined)	-0.1	6.3	6.1	-0.4	-0.4	-1.2	nt	4.3	-0.2
S=c1[nH]nc(-c2ccco2)n1/N=C/c1ccc(Cl)cc1Cl	nt	14.4	-0.6	-0.3	1.3	-0.7	-0.4	9.3	-0.3
CCCNC(=S)N1CCC(NC(=O)c2ccc(OC)cc2)CC1	-0.1	9.8	-1.6	i	0.5	-1.7	-2.3	4.7	-0.2
COc1ccc(Nc2nc(NC(C)(C)C)nc(N3CCCC3)n2)c(OC)c1	nt	-2.0	-1.8	i	0.7	0.1	nt	1.3	3.5
(continued)
SMILES	TcdB GH inh	GDH-TPI counter	FBA Mtb inh	BH1578 lux ind	PfHsp40 yeast	FadD28 binding	BioA inh	Yp Topo-I inh	Mtb UGM inh
COc1ccc(/C=C2\SC(=O)N(CC(=O)Nc3cccnc3)C2=O)cc1OC	0.8	29.8	2.6	-0.3	-0.4	?	-1.0	-0.4	-2.3
O=C(CCn1c(=O)c2sccc2n(Cc2cc(=O)n3ccccc3n2)c1=O)NCc1ccco1	nt	15.9	7.4	0.6	0.5	-1.9	-10.7	2.2	-1.3
CCC(=O)NC(c1ccc(OC)cc1)c1cc(Cl)c2cccnc2c1O (centres undefined)	0.7	4.1	0.2	-0.4	1.3	-0.5	nt	23.6	-2.9
Nc1c(C(=O)Nc2ccc3c(c2)OCCO3)nnn1Cc1cccc(Cl)c1	0.4	2.4	-2.4	-10.0	0.1	-1.6	nt	3.1	0.0
COc1cc(CNCC(C)C)c(Br)cc1OCC(=O)NCc1ccccc1	nt	5.1	0.2	-4.6	1.7	-0.4	-1.3	10.8	1.0
COc1ccc(CC(=O)Nc2ccc(S(=O)(=O)Nc3nc(C)cc(C)n3)cc2)cc1	nt	-3.1	1.8	-0.3	1.0	-3.4	0.2	7.1	-1.9
O=C(CCS(=O)(=O)c1ccc(F)cc1)Nc1nc(-c2ccncc2)cs1	-0.5	-11.2	-2.2	i	-0.3	-3.0	-1.3	-8.9	2.2
Cc1ccc(OCCOc2ccc(Br)cc2/C=N\NC(N)=O)cc1	-0.9	-0.3	-2.7	-0.4	-0.3	-2.3	-1.7	23.1	-0.5
O=C(Cn1[nH]c(=O)c2ccccc2c1=O)NCC1COc2ccccc2O1 (centres undefined)	0.3	-1.8	-0.9	-5.7	-1.1	-0.9	-1.6	-1.5	1.7
Cc1ccc2nc(/C(C#N)=C\c3ccc(N4CCOCC4)o3)[nH]c2c1	nt	7.5	-22.5	i	0.2	2.6	nt	-9.6	-7.6
COc1ccc(CN2CCN(C(=O)CCC(=O)Nc3nnc(C4CCCCC4)s3)CC2)cc1F	-0.3	1.6	-0.9	-0.2	-0.6	3.2	1.4	28.5	-2.6
Cc1cccc(Sc2ccc([N+](=O)[O-])cc2[N+](=O)[O-])n1	5.2	11.6	-0.5	-0.3	0.8	-3.2	nt	4.2	0.2
CCOc1cc(/C=N/Nc2ccc(S(=O)(=O)Nc3ccccc3C(=O)O)cc2[N+](=O)[O-])cc(Cl)c1O	0.4	27.4	-8.1	-0.5	nt	25.1*	-0.4	-9.1	nt

Compound profiles, from the list above:
`COc1cc(/C=N/NC(=O)CCC(=O)Nc2ccc(F)cc2)ccc1O` reads TcdB GH inh: 1.1; GDH-TPI counter: 22.0; FBA Mtb inh: 1.1; BH1578 lux ind: -0.2; PfHsp40 yeast: 0.4; FadD28 binding: 1.4; BioA inh: -1.3; Yp Topo-I inh: -1.1; Mtb UGM inh: 3.3
`CCCCCCn1c(=O)[nH]c2nc3cc(N)c(C)cc3nc2c1=O` reads TcdB GH inh: 1.2; GDH-TPI counter: 2.1; FBA Mtb inh: -7.2; BH1578 lux ind: i; PfHsp40 yeast: 0.8; FadD28 binding: 0.3; BioA inh: nt; Yp Topo-I inh: 4.0; Mtb UGM inh: nt

High-throughput results deposited in PubChem BioAssay by several laboratories.
